Compound activity: PubChem BioAssay, National Center for Advancing Translational Sciences (NCATS)
USP2a block = qHTS Assay for Inhibitors of Ubiquitin-specific Protease USP2a Using CHOP2 as the Reporter | Ubiquitin carboxyl-terminal hydrolase 2 (Homo sapiens), O75604 | USP2 core, Ub-CHOP2 coupled fluorogenic reporter, 485/531 | Potency, µM (series often up to 38.3 µM), for the others: top-dose activity change, negative = inhibition, most hits filed as inhibitors | 330,000 tested, 0.01% active;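 note: potency is the fitted concentration of half-maximal effect; plate controls were DMSO wells for no effect and full inhibition by NEM control for full effect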
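Cell-free coupled assay: 10nM USP2 core preincubated 30min RT with compound in Tris-HCl pH 8.0/CaCl2/CHAPS buffer, then 25nM Ub-CHOP2 and 25nM reporter substrate; fluorescence (Ex 485/Em 531) read after 60min RT, normalized to NEM inhibition, concentration-response curves fitted.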
Giardia kill = Small Molecules that selectively kill Giardia lamblia: qHTS | 340,000 tested, 0.15% active | activity change, % at 7.66 µM, hits read low | Giardia lamblia trophozoite viability | AID 540267, 2011; in the data active = activity change below about -80%; inconclusive = between about -30% and that limit;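 note: parasites exposed to compound for two days anaerobically before the ATP read; % is set by controls: 0 for no effect and ±100 for the full control effect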
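Giardia lamblia trophozoites (100 cells/well) were incubated with compounds for 48 h at 37 deg C under anaerobic conditions. Viability was read as ATP content by one-step luminescence after 15-30 min at room temperature.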
Menin-MLL TR inh = qHTS Assay for Inhibitors Targeting the Menin-MLL Interaction in MLL Related Leukemias: Competition With Texas Red Labeled MLL-derived Mutant Peptide; O00255; Menin + Texas Red MLL mutant peptide, fluorescence polarization; Potency, µM (doses to about 61.6 µM), without a hit: top-dose FP activity change, negative = inhibition, hits mostly inhibitors; 270,000 tested, 0.23% active; active = well fitted inhibition curve with a large enough effect in the polarisation, with a control signal flat, not every such curve was filed as active; inconclusive = small, poorly fitted or top-dose-only effect, or effect the other way, or a change in a side signal; inactive = no such curve, though single readings can be large or run the other way; the % refers to the polarisation; note: potency is the fitted concentration of half-maximal effect; % of control where 0% means no effect; many of its hits are not listed in these tables
Target sequence (O00255 whole entry, looked up): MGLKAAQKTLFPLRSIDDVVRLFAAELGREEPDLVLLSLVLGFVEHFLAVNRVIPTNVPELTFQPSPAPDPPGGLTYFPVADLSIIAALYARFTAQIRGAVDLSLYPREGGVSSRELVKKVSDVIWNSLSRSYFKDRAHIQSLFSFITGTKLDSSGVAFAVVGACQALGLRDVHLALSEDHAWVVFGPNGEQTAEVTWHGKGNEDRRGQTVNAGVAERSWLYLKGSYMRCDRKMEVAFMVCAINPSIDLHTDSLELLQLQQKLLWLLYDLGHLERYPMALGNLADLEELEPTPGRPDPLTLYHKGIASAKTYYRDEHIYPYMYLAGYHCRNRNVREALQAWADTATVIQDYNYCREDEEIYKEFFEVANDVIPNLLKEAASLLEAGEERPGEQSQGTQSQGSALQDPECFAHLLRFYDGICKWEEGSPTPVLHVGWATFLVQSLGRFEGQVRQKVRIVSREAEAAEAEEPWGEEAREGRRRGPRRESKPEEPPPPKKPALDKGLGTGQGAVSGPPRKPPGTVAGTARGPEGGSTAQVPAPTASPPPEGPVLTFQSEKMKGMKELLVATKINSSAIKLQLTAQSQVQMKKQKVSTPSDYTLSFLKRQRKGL
PKM2 act = qHTS Assay for Activators of Human Muscle isoform 2 Pyruvate Kinase. Potency, µM (highest dose often 57.5 µM), without a hit: top-dose activation, most hits filed as activators. 260,000 tested, 0.34% active. purified PKM2, Kinase-Glo ATP luminescence, activation; response scale: 0% is enzyme alone, no compound. AID 1631, 2009. Pyruvate kinase PKM (Homo sapiens), P14618; note: potency is the fitted concentration of half-maximal effect; % is set by controls: 0 for no effect and ±100 for the full control effect; nearly all actives have a fitted effect of over 55% in size
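ATP formation by purified human PK-M2, quantified via coupled luciferase luminescence after 1 h at room temperature with 0.1 mM ADP and 0.5 mM PEP final.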
TRPV1 ag = HTS Assay for Compounds that Act as Agonists of the Vanilloid Receptor 1; Transient receptor potential cation channel subfamily V member 1 (Homo sapiens), Q8NER1; TRPV1-expressing cells, Fluo-8 calcium influx, agonist mode; activation, % at 8.33 µM; 320,000 tested, 0.19% active; in the data active = activation above about 80%; inconclusive = between about 30% and that limit; note: 0% is about no effect
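Fluo-8 calcium influx in TRPV1-expressing cells, kinetic read (ex 480/em 520 nm). Compound added and read 3 min for agonist activity, followed by capsaicin at EC20 final and 2 min further read for enhancement.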
GALK inhibitor = qHTS Assay for Inhibitors of Human Galactokinase (GALK); AID 1868, 2009; P51570; Potency, µM (titrated, usually from 57.5 µM), for inactives: at the top dose activity change, negative = inhibition, hits mostly inhibitors; Purified GALK, Kinase-Glo residual ATP luminescence; 270,000 tested, 0.007% active; note: potency is the fitted concentration of half-maximal effect; % is set by controls: 0 for no effect and ±100 for the full control effect
Target sequence (P51570 whole entry, looked up): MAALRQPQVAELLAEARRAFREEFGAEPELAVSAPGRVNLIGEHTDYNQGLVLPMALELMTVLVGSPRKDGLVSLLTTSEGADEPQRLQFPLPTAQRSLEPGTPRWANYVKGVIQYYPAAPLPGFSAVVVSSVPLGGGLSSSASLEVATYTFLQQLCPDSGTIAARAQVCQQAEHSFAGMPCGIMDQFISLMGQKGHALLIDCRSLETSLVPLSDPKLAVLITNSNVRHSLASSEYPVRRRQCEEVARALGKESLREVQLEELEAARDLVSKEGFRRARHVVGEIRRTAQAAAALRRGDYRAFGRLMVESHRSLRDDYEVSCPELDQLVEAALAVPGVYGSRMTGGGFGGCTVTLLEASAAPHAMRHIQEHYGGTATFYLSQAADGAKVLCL
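GALK at 5 nM final was combined with compound, 35 uM ATP and 100 uM galactose in HEPES pH8.0 with MgCl2 and DTT. The reaction ran one hour at room temperature before luminescent ATP detection.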
KCNH2 3.1 inh = qHTS for Inhibitors of KCHN2 3.1: Mutant qHTS; Potassium voltage-gated channel subfamily H member 2, brain isoform KCNH2 3.1 (human); U2OS KCNH2 3.1, thallium flux FluxOr; stronger effect = lower value; activity change, % (tested at about 1.8 µM); 340,000 tested, 0.95% active;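 active = maximum activity change below -70%; inconclusive = maximum activity change from -70% to -50%; inactive = maximum activity change above -50%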;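 note: thallium influx rate constant from kinetic fluorescence after stimulation buffer; % is set by controls: 0 for no effect and ±100 for the full control effect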
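We transduce U2OS cells with the mutant 3.1 virus, culture them overnight, load FluxOr with Red40 quencher for 45 min, then add stimulation buffer and read kinetically for 2 min to derive a normalized rate constant.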
FBPA coupling cs = qHTS Assay for Inhibitors of Fructose-1,6-bisphosphate Aldolase from Giardia Lamblia: Coupling assay counterscreen; activity change, negative = inhibition, % at 58.2 µM, hits read low; AID 2472, 2010; coupling enzyme system counterscreen, AmpLite Red fluorescence; 290,000 tested, 0.67% active; in the data active = activity change below about -30%; note: % is set by controls: 0 for no effect and ±100 for the full control effect
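First, compound is pin-transferred into glyceraldehyde-3-phosphate coupling-enzyme reagent at 57.5 uM final and held 10 min at RT. Next, substrate, coupling system and AmpLite Red are added. After 20 min RT, fluorescence (525/598 nm) is read.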
B2AR arrestin = qHTS assay of beta-arrestin-biased ligands of beta2-adrenergic receptor | Beta-2 adrenergic receptor (Homo sapiens), P07550 | beta-arrestin recruitment to beta2AR, cell-based reporter | Potency, µM (doses to about 46.1 µM), for inactives: top-dose activation, hits mostly activators | 330,000 tested, 0.02% active | AID 492947, 2010;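 note: potency is the fitted concentration of half-maximal effect; 0% = DMSO controls and full agonism = EC100 isoproterenol or metaproterenol; nearly all actives have a fitted effect of over 65% in size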
KCNH2 WT inh = qHTS for Inhibitors of KCHN2 3.1: Wildtype qHTS. activity change, % at 1.84 µM. AID 720551, 2013. U2OS, BacMam KCNH2, thallium flux FluxOr; stronger effect = lower value. 340,000 tested, 0.37% active. Voltage-gated inwardly rectifying potassium channel KCNH2 (Homo sapiens), Q12809;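 active = maximum activity change below -70%; inconclusive = maximum activity change between -70% and -50%; inactive = maximum activity change above -50%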; note: % is set by controls: 0 for no effect and ±100 for the full control effect
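U2OS cells were transduced with wild-type KCNH2 virus (2.03 x 10^8 / mL) for 4 h at room temperature, then cultured overnight at 37 C. Thallium flux was read with FluxOr dye. Rate constants were normalized to DMSO controls.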
CXXC DNA block = qHTS Fluorescence Polarization Assay for Inhibitors of MLL CXXC domain - DNA interaction; Histone-lysine N-methyltransferase 2A (Homo sapiens), Q03164; MLL-CXXC / FITC-HOXA9 DNA fluorescence polarization; Potency, µM (series often up to 115 µM), for the others: at the highest dose activity change, negative = inhibition, usual class: inhibitors; 290,000 tested, 0.037% active; AID 2662, 2010; active = well fitted inhibition curve with a large enough effect in the polarisation, with a control signal flat, not every such curve was filed as active; inconclusive = small, poorly fitted or top-dose-only effect, or effect the other way, or a change in a side signal; inactive = no such curve, though single readings can be large or run the other way; the % refers to the polarisation; note: potency is the fitted concentration of half-maximal effect
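Fluorescence polarization: 7 uM MLL-CXXC (stock) preincubated 5 min with compounds, then 50 nM fluorescein-HOX-A9 DNA (stock) added; 30 min ambient. Buffer 50 mM Tris-HCl pH 7.5, 50 mM NaCl, 1 mM DTT, 0.05% BSA.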
* marks the source's active call; other numbers are inactive results; ? = inconclusive; · = no result given; [ ] = remark or other dose. Unless noted, calls come from the whole dose curve; as a rule, active = well fitted curve in the direction sought with a large enough effect; inconclusive = small, poorly fitted or top-dose-only effect, or another doubt; inactive = no such curve, though single readings can be large; an effect the other way counts as inactive or inconclusive. The list is partial; count on the stated rates, not on these rows.

SMILES | USP2a block | Giardia kill | Menin-MLL TR inh | PKM2 act | TRPV1 ag | GALK inhibitor | KCNH2 3.1 inh | FBPA coupling cs | B2AR arrestin | KCNH2 WT inh | CXXC DNA block
CCn1c(/C=C2/C(=O)N(C)c3ccccc32)nc2ccccc2c1=O | 3% | -17 | ? | 22% | -1 | · | 5 | -4 | 0.0% | 4 | 1%
CCn1c2ccc(OC)cc2c2nc3ccccc3nc21 | 1% | -1 | -4% | 1% | -3 | -4% | 4 | -1 | -0.6% | -3 | 13%
O=C(NN1C(=O)/C(=C/c2cccc(O)c2)SC1=S)c1ccccc1O | 3% | 10 | ? | · | 12 | -7% | 16 | 7 | -1.0% | -6 | 2%
CS(=O)(=O)N(CC(=O)O)c1cc(Cl)cc(Cl)c1 | 0% | 5 | 12% | -4% | -1 | 1% | -4 | 5 | 0.0% | 0 | 3%
CCOc1ccc2c(c1)c1nnc(SCC(=O)N3CCCCC3C)nc1n2C (stereo not given) | 0% | -20 | -2% | 4% | 2 | 6% | 5 | 1 | -0.6% | -12 | -2%
COc1cccc(C(C(=O)NC2CCCCC2)N(C(=O)c2ccccn2)c2cccnc2)c1 (stereo not given) | 0% | 12 | 8% | -6% | -1 | 12% | -24 | 0 | -0.8% | 4 | -1%
C[C@]12c3[nH]c4cc(-c5ccco5)ccc4c3CCN1C(=O)[C@@H](CC(=O)NCCC1=CCCCC1)C[C@@H]2C(=O)N1CCOCC1 | -3% | 34[activator] | · | · | · | · | -11 | · | 0.0% | -4 | ·
O=C(Nc1ccc(Cl)cc1)C1CCCC1 | 2% | 35[activator] | -15% | 4% | ? | -8% | -15 | -1 | -0.4% | -3 | 30%
Cn1nnnc1SCCNCc1cc(Cl)ccc1OCc1ccccc1 | -1% | 0 | ? | 4% | 20 | 0% | -13 | 11 | 1.5% | 1 | -8%
COc1ccccc1C(=O)N1CCC(C(=O)c2ccc(F)cc2)CC1 | 1% | 12 | 0% | -1% | 17 | -1% | 16 | -1 | -0.2% | 3 | ?
COc1ccccc1-c1noc(-c2ccccc2C(=O)NCc2ccco2)n1 | -1% | 1 | -6% | -4% | 4 | 2% | 17 | 1 | 0.1% | -12 | -5%
CCOc1ccc(S(=O)(=O)NCCC(=O)OCC(=O)NC(=O)c2cccn2C)cc1 | 1% | -9 | · | · | · | · | -14 | · | -1.1% | -2 | ·
N#Cc1nc(-c2ccc(F)cc2)oc1N1CCCC1 | 1% | -8 | · | 7% | · | 1% | 0 | 0 | -0.1% | -2 | 1%
O=S(=O)(c1ccc(-c2nc3ccccc3s2)cc1)N1CCCC1 | 5% | -7 | -8% | 10% | -1 | 0% | 2 | 2 | -0.5% | 6 | -1%
Cc1ccc(C(=O)NCCNc2ncc(C(F)(F)F)cc2Cl)cc1[N+](=O)[O-] | 2% | 0 | 9% | 10% | 6 | -6% | -13 | -2 | 0.0% | 3 | -9%
CCN(CC)CC(=O)c1c(N)n(Cc2ccccc2)c(=O)n(C)c1=O | 1% | 5 | 2% | 3% | -1 | 14% | 12 | 5 | -0.9% | -16 | 30%[activator]
Cc1ccc(F)cc1CNC(=O)C1CCC(=O)N(CCCN2CCCC2=O)C1 (stereo not given) | 0% | 20 | · | 14% | -1 | -3% | 17 | · | 0.0% | 6 | 6%
CC1=C(C(=O)OCC2CCCO2)C(c2ccc(Cl)c(Cl)c2)NC(=O)N1 (stereo not given) | -1% | 21 | 2% | -5% | 6 | 5% | -2 | -1 | 0.4% | 0 | -10%
CC(=O)c1ccc(NC(=O)/C(Cl)=C/c2ccccc2)cc1 | 2% | -12 | 10% | -9% | ? | 1% | -3 | 2 | -0.4% | 0 | ?
O=C(COC(=O)COc1ccccc1Cl)Nc1ccccc1OC(F)F | 1% | 10 | -7% | 1% | 2 | -3% | 18 | 1 | -0.9% | 4 | 6%
COC(=O)c1ccccc1NC(=O)Cn1nnc(-c2ccc(OC)cc2)n1 | 1% | -11 | -1% | -15% | 0 | -6% | -6 | -1 | -0.6% | 3 | 10%
CCCC(=O)NC(=S)Nc1cccc(NC(=O)c2ccc(Cl)cc2Cl)c1 | 1% | -6 | -21% | 1% | -4 | 2% | 4 | -4 | 3.5% | -4 | -21%
CN1/C(=C\C(=O)COC(=O)Cn2nnc(-c3ccccc3)n2)C(C)(C)c2ccccc21 | 2% | 1 | ? | 0% | 5 | 2% | -9 | -3 | -0.4% | -21 | -10%
CCCC1=Nc2cc(C(=O)N3CCN(c4ccccn4)CC3)ccc2Sc2ccc(C)cc21 | 2% | 19 | -4% | · | 16 | 7% | -3 | -3 | -0.5% | -13 | -4%
Cc1cc(C)c2c(N)c(-c3nc4ccccc4[nH]3)sc2n1 | 2% | -4 | ? | ? | -3 | 1% | 6 | -5 | 0.0% | -2 | -23%
Cc1cccc(N2O[C@H]3C=CC2CCCC3)n1 | 0% | 0 | · | · | · | · | -4 | · | -0.3% | -3 | ·
O=C(NCC1CCCO1)C12CN(Cc3ccccc3)CC1C(c1cccc([N+](=O)[O-])c1)=NO2 (stereo not given) | -2% | 4 | 0% | -13% | 4 | 0% | -15 | 2 | -0.4% | 6 | -4%
NC1=NC(=Nc2ccc(Cl)cc2)c2ccccc21 | 1% | -28 | 7% | -4% | 1 | · | 3 | -5 | -1.6% | 0 | 7%
CC(C)c1ccc(Nc2nc(CC(=O)O)cs2)cc1 | 1% | -6 | 9% | -9% | 22 | 0% | 1 | 0 | 0.2% | -15 | 10%
S=c1[nH]nc(-c2ccc(Cl)cc2Cl)n1-c1ccccc1 | 0% | -23 | -7% | -5% | 1 | -5% | -23 | 3 | 0.4% | -10 | -5%
Cc1ccc(S(=O)(=O)N2CCOCC2)cc1C(=O)OCC(=O)Nc1ccc2[nH]c(=O)[nH]c2c1 | 3% | 6 | · | · | 1 | · | 4 | · | 0.2% | -2 | ·
CCOC(=O)Nc1ccc2c(c1)N(C(=O)CCN1CCN(C)CC1)c1ccccc1S2 | -9% | 5 | 5% | 3% | 7 | -1% | 6 | · | -1.6% | 2 | 5%
CCOCCCNS(=O)(=O)c1ccccc1 | 7% | 7 | 5% | 3% | 7 | 3% | -2 | 3 | 0.3% | -13 | -4%
COc1ccccc1N1CCN(/N=C/C=C\c2ccco2)CC1 | 4% | -1 | -16% | 7% | 2 | -1% | 4 | -3 | 0.5% | -11 | 5%
CC(Nc1nc2ccccc2n2cnnc12)c1ccccc1 (stereo not given) | 0% | -12 | · | 16% | 6 | -3% | 21 | 0 | -0.9% | -2 | 29%
CCOC(=O)c1cnc(SCc2ccccc2)nc1N | 2% | 11 | -12% | -6% | 3 | 0% | -22 | -1 | -0.2% | -6 | 3%
CC(/C=N/NC(=O)c1cc(C2CC2)[nH]n1)=C\c1ccccc1 | 7% | 2 | · | -2% | 2 | · | -17 | 2 | -0.6% | -2 | 3%
O=C(CN1C(=O)C2C3C=CC(C3)C2C1=O)NCCc1ccccc1Cl (stereo not given) | 2% | 8 | -6% | 1% | 23 | -2% | 0 | 0 | -0.4% | -12 | 0%
CCSc1nnc(CNC(=O)C23CC4CC(CC(C4)C2)C3)n1C1CCCCC1 | 0% | 22 | ? | -6% | -2 | 0% | -13 | 1 | -0.1% | 20 | -6%
OCCN1CCN(c2ncnc3c2c(-c2ccccc2)cn3-c2ccc(F)cc2)CC1 | -1% | 6 | -9% | 2% | 3 | 1% | ? | 0 | 0.2% | 5 | 0%
Cc1cccc(Oc2nc(-c3ccncc3)nc3ccccc23)c1 | 3% | -22 | · | -3% | · | -2% | -1 | 4 | 1.1% | -1 | 6%
